RORg inh: qHTS for inhibitors of ROR gamma transcriptional activity; Potency, µM (doses to about 53.6 µM), for inactives: top-dose activity change, negative = inhibition, hits mostly inhibitors; hit rate 5.4% among 310,000; Drosophila S2 Gal4-RORgamma UAS-luciferase reporter, 20 h; AID 2551, 2010; also: potency is read from the fitted curve at half-maximal effect; % is scaled to controls: 0 for no effect and ±100 for the full control effect; nearly all actives have a fitted effect of over 60% in size
Target sequence (P51450 whole entry, looked up, the tested form may be a part): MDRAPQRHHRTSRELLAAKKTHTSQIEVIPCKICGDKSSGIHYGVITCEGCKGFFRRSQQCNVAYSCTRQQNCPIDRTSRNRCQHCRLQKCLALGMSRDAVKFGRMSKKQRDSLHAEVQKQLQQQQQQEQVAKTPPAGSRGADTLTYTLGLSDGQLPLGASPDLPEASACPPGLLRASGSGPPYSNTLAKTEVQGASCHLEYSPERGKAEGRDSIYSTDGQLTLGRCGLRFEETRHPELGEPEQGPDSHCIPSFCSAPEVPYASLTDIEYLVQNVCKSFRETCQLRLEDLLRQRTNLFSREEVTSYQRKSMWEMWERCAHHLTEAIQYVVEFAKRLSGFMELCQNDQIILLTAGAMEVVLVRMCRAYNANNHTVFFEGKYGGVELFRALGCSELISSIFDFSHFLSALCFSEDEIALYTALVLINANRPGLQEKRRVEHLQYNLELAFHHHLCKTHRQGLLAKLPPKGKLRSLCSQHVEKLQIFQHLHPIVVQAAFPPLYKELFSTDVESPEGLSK
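Using a luciferase readout, inhibitors were identified by reduced reporter activity in Drosophila cells coexpressing a copper-inducible Gal4–ROR gamma fusion and UAS-driven Photinus luciferase, incubated 20 hr after 700 uM copper sulfate.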
FLuc modulator: qHTS profiling assay for firefly luciferase inhibitor/activator using purifed enzyme and Km concentrations of substrates (counterscreen for miR-21 project); Luciferin 4-monooxygenase (Photinus pyralis), P08659; purified FLuc, Km substrates, luminescence inhibition; Potency, µM (doses to about 57.5 µM), for inactives: at the highest dose activity change, negative = inhibition, hits mostly inhibitors; hit rate 6.9% among 360,000;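 also: potency is read from the fitted curve at half-maximal effect; plate controls were vehicle for no effect and reference inhibitor for full effect; nearly all actives have a fitted effect of over 55% in size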
Target sequence (P08659 whole entry, looked up): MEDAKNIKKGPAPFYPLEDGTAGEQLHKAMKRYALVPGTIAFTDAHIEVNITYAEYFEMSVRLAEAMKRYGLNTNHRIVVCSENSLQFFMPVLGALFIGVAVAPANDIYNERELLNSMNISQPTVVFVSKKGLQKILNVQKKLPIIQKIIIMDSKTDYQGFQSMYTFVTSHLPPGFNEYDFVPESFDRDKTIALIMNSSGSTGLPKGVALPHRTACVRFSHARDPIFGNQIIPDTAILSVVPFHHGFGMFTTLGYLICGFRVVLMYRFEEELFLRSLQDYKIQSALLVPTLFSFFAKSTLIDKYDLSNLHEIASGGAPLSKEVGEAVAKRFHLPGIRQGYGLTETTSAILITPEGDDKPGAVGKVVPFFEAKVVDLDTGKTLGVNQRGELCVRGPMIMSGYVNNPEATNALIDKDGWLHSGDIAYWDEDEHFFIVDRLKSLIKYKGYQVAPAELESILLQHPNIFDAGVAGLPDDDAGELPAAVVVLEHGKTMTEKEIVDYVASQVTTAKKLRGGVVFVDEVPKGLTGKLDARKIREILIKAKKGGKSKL
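Purified P. pyralis luciferase (10nM final) with 10uM D-luciferin and 10uM ATP (Km levels) in 50mM Tris acetate pH 7.5, 10mM Mg acetate, 0.01% Tween-20, 0.05% BSA; qHTS 6-point titration, ~60 µM downward; luminescence read.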
BRCA1 expr up: qHTS Assay to Identify Small Molecule Activators of BRCA1 Expression. hit rate 1.1% among 380,000. MCF7-BRCA1-FFLuc reporter, luminescence, 48 h; response scale: scaled: vehicle 0%, 10 µM genistein 100%. Potency, µM (highest dose often 46.1 µM), inactives show at the highest dose activation, most hits filed as activators. AID 624202, 2012; also: potency is read from the fitted curve at half-maximal effect; nearly all actives have a fitted effect of over 80% in size; some results filed as inactive show a strong effect at the top dose
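Cells: MCF7-BRCA1-FFLuc, 2000/well. Exposure: 48 h, 37 °C, 5% CO2. Read: luminescence, 15 min post-substrate. Controls: genistein 10 microM (maximal activation), DMSO (neutral).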
Rab9 prom act: qHTS Assay for Rab9 Promoter Activators; Potency, µM (doses to about 9.22 µM), without a hit: top-dose activation, negative = inhibition, actives largely listed as activators; Huh7 Rab9 promoter-luciferase reporter, luminescence, 24 h; hit rate 2.8% among 320,000; also: potency is read from the fitted curve at half-maximal effect; % of control where 0% means no effect; nearly all actives have a fitted effect of over 60% in size
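Huh7 reporter line, Rab9 promoter upstream of luciferase. Compound exposure 24 h at 37 °C in reduced-serum medium with 10% FBS. Read-out: luminescence.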
Tb PFK block: qHTS Assay to Find Inhibitors of T. brucei phosphofructokinase | ATP-dependent 6-phosphofructokinase (Trypanosoma brucei brucei), O15648 | Potency, µM (highest dose often 57.5 µM), for the others: at the highest dose activity, negative = inhibition, most hits filed as inhibitors | hit rate 0.17% among 330,000 | T. brucei PFK, ADP-Glo luminescence;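 also: potency is read from the fitted curve at half-maximal effect; 0% = uninhibited 1x PFK enzyme wells and -100% = no-enzyme wells; nearly all actives have a fitted effect of over 60% in size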
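In TEA buffer at pH 8.0 with 5 mM MgCl2, enzyme (1.25 nM) converted F6P (0.5 mM) and ATP (0.1 mM) for 45 min at room temperature. ADP product was read by luciferase luminescence.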
p53 reactivator: qHTS assay for re-activators of p53 using a Luc reporter; Potency, µM (doses to about 92.2 µM), for the others: at the highest dose activity change, positive = activation, actives largely listed as activators; hit rate 0.063% among 320,000; H1299 p53-A138V BP100-luciferase reporter, luminescence, 24 h; also: potency is read from the fitted curve at half-maximal effect; % of control where 0% means no effect; nearly all actives have a fitted effect of over 45% in size
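H1299 (p53-null), stable ts p53-A138V + BP100-Luc; 1000 cells/well, Opti-MEM/10% FBS; cpd 4 pt, 1:5; 24 h, 37 deg C, 5% CO2; detection reagent 10 min RT; luminescence.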
VP16 counter: VP16 counterscreen qHTS for inhibitors of ROR gamma transcriptional activity | Potency, µM (top dose mostly 53.6 µM), without a hit: top-dose activity, negative = inhibition, hits mostly inhibitors | Drosophila S2 Gal4-VP16 UAS-luciferase, luminescence, 20 h | hit rate 3.5% among 310,000 | AID 2546, 2010;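 also: Gal4-VP16 expression switched on by copper sulfate through the metallothionein promoter; potency is read from the fitted curve at half-maximal effect; % is scaled to controls: 0 for no effect and ±100 for the full control effect; nearly all actives have a fitted effect of over 50% in size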
TRPV1 ag: HTS Assay for Compounds that Act as Agonists of the Vanilloid Receptor 1. Transient receptor potential cation channel subfamily V member 1 (Homo sapiens), Q8NER1. TRPV1-expressing cells, Fluo-8 calcium influx, agonist mode. activation, % at 8.33 µM. hit rate 0.19% among 320,000; in the data active = activation above about 80%; inconclusive = between about 30% and that limit; also: 0% is about no effect
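Fluo-8 calcium influx in TRPV1-expressing cells, kinetic read (ex 480/em 520 nm). Compound added and read 3 min for agonist activity, followed by capsaicin at EC20 final and 2 min further read for enhancement.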
NPC1 prom act: qHTS Assay for NPC1 Promoter Activators. Huh7 NPC1 promoter luciferase reporter, 24 h. Potency, µM (doses to about 9.22 µM), without a hit: top-dose activation, actives largely listed as activators. hit rate 2.4% among 320,000. AID 485313, 2010;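 also: potency is read from the fitted curve at half-maximal effect; % of control where 0% means no effect; nearly all actives have a fitted effect of over 60% in size; reporter is driven by a mutant NPC1 promoter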
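Compounds in DMSO were transferred onto Huh7 NPC1-luciferase reporter cells pre-incubated 2 h; after 24 h at 37 °C, Amplite reagent was dispensed and luminescence recorded 10 min later.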
ELG1 genotoxic: qHTS screen for small molecules that induce genotoxicity in human embryonic kidney (HEK293T) cells expressing luciferase-tagged ELG1. HEK293T ELG1-luciferase reporter, luminescence, 16 h. AID 504466, 2011. Potency, µM (highest dose often 46 µM), without a hit: top-dose activity change, positive = activation, hits mostly activators. hit rate 1.3% among 330,000; also: potency is read from the fitted curve at half-maximal effect; % of control where 0% means no effect; nearly all actives have a fitted effect of over 60% in size
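Cells (2,000/well) expressing the ELG1-luciferase fusion are dosed by pin tool and kept 16 hr at 37 °C, 5% CO2. Signal comes from ONE-Glo luciferase reagent after 30 min at room temperature.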
ELG1 repair inh: qHTS screen for small molecules that inhibit ELG1-dependent DNA repair in human embryonic kidney (HEK293T) cells expressing luciferase-tagged ELG1; HEK293T ELG1-luciferase reporter, luminescence, 16 h; DNA damage induced by 5-fluorouridine; Potency, µM (top dose mostly 46.1 µM), inactives show at the top dose activity change, negative = inhibition, most hits filed as inhibitors; hit rate 2.3% among 330,000; AID 504467, 2011; also: potency is read from the fitted curve at half-maximal effect; % is scaled to controls: 0 for no effect and ±100 for the full control effect; nearly all actives have a fitted effect of over 55% in size
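5-Fluorouridine DNA damage + compound/DMSO, 2,000 cells/well, 16 h, 37 °C/5% CO2. ONE-Glo, 30 min RT, luminescence. Readout = decrease in reporter signal.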
* hit, by the source's call; u = inconclusive; x = not tested or not shown; [ ] = dose if it differs, or a comment. Unless noted, calls follow the shape of the dose curve; as a rule, active = well fitted curve in the direction sought with a large enough effect; inconclusive = small, poorly fitted or top-dose-only effect, or another doubt; inactive = no such curve, though single readings can be large; an effect the other way counts as inactive or inconclusive.

1	COc1cc2c(C(=O)O)c(C)n(C)c2c2ccccc12
2	COc1ccc(N2C(=O)C(CC(=O)Nc3ccc(F)cc3)N(CCc3cccs3)C2=O)cc1 (configuration not stated)
3	CCn1cc(/C=C(\NC(=O)c2ccccc2F)C(=O)NCCCN2CCOCC2)c2ccccc21
4	CC(=O)Nc1ccc(C(=O)Nc2nc(-c3ccccn3)cs2)cc1
5	O=c1oc2cc(Oc3ccc(C(F)(F)F)cc3[N+](=O)[O-])ccc2c2c1CCCC2
6	CN1C(=O)NC(NC(=O)C2CCCCC2)(C(F)(F)F)C1=O (configuration not stated)
7	Clc1ccc(Cn2nnc(-c3ccccc3)n2)cc1
8	O=C(O)CSc1c2ccccc2cc2ccccc12
entry no.	1	2	3	4	5	6	7	8
BRCA1 expr up	-7%	-6%	13%	0%	-46%	13%	48%	0%
RORg inh	14%	45%	-4%	7.9µM*	14%	7%	104%	0%
VP16 counter	-1%	2%	4%	4%	2%	4%	0%	-10%
TRPV1 ag	-1	1	-1	-7	1	-2	16	-3
ELG1 genotoxic	-3%	-7%	-1%	-9%	2%	2%	14%	3%
ELG1 repair inh	-17%	u	1%	u	28%	14%	u	-2%
p53 reactivator	17%	17%	6%	3%	-8%	11%	u	x
NPC1 prom act	-5%	1%	1%	-5%	-5%	-2%	10%	3%
FLuc modulator	1%	-1%	5%	u	1%	-2%	u	0%
Tb PFK block	-2%	-2%	2%	u	8%	0%	-7%	1%
Rab9 prom act	-3%	-5%	-4%	-14%	-2%	-3%	13%	0%

An excerpt from above, reduced to ELG1 repair inh, ELG1 genotoxic and Tb PFK block:
item | SMILES | ELG1 repair inh | ELG1 genotoxic | Tb PFK block
3 | CCn1cc(/C=C(\NC(=O)c2ccccc2F)C(=O)NCCCN2CCOCC2)c2ccccc21 | 1% | -1% | 2%
4 | CC(=O)Nc1ccc(C(=O)Nc2nc(-c3ccccn3)cs2)cc1 | u | -9% | u

Structures listed above shown as hits in RORg inh:
entry | canonical_smiles | BRCA1 expr up | RORg inh | TRPV1 ag | p53 reactivator | NPC1 prom act | Tb PFK block | Rab9 prom act
4 | CC(=O)Nc1ccc(C(=O)Nc2nc(-c3ccccn3)cs2)cc1 | 0% | 7.9µM* | -7 | 3% | -5% | u | -14%

(cont.)
9	Cc1ccn(CC(C)C(=O)O)n1 (configuration not stated)
10	CCNc1nc2ccccc2[nH]1
11	Cc1cc(C(=O)Nc2ccon2)c(C)o1
12	Cc1ccccc1N=C1NC(=O)/C(=C/c2cccn2C)S1
13	CCOC(=O)c1c2ccc(OCC(=O)N/N=C/c3ccc(C)cc3)cc2n2ccccc12
14	Cc1cc(NC(=O)CSc2n[nH]c(-c3cccs3)n2)no1
15	O=C(Cn1c(=S)[nH]c2ccccc2c1=O)N1CCN(c2ccc(F)cc2)CC1
16	O=C(Nc1ccccc1Cl)C1(c2ccccc2)CC1(Cl)Cl (configuration not stated)
entry no.	9	10	11	12	13	14	15	16
BRCA1 expr up	0%	-27%	11%	-4%	-30%	-2%	-2%	-32%
RORg inh	-9%	-5%	-2%	-28%	-8%	-16%	u	14%
VP16 counter	7%	-10%	-7%	3%	-13%	-14%	-15%	-16%
TRPV1 ag	0	0	6	7	-4	12	2	13
ELG1 genotoxic	0%	1%	0%	0%	1%	1%	-5%	1%
ELG1 repair inh	6%	13%	23%	u	u	-7%	-16%	2%
p53 reactivator	-5%	0%	7%	1%	-8%	-6%	-5%	-1%
NPC1 prom act	2%	-4%	5%	-1%	-3%	-1%	-2%	1%
FLuc modulator	-1%	-1%	-8%	u	0%	-17%	-2%	-2%
Tb PFK block	-1%	-4%	3%	5%	1%[0.46 µM]	1%	-5%	-3%
Rab9 prom act	-9%	5%	-5%	-6%	-1%	-1%	-1%	-8%

Some of these compounds in order of their number in p53 reactivator, largest number first.
| item | canonical_smiles | BRCA1 expr up | RORg inh | TRPV1 ag | p53 reactivator | NPC1 prom act | Tb PFK block | Rab9 prom act |
| --- | --- | --- | --- | --- | --- | --- | --- | --- |
| 11 | Cc1cc(C(=O)Nc2ccon2)c(C)o1 | 11% | -2% | 6 | 7% | 5% | 3% | -5% |
| 16 | O=C(Nc1ccccc1Cl)C1(c2ccccc2)CC1(Cl)Cl (configuration not stated) | -32% | 14% | 13 | -1% | 1% | -3% | -8% |
| 14 | Cc1cc(NC(=O)CSc2n[nH]c(-c3cccs3)n2)no1 | -2% | -16% | 12 | -6% | -1% | 1% | -1% |

Going on with the list:
17	C=CCOC(=O)/C(=C\c1ccccc1)NC(=O)c1ccco1
18	COc1cccc(NC(=O)c2oc3ccccc3c2NC(=O)c2ccc3c(c2)OCO3)c1
19	C/C=C(\C)CN1CCC(n2nccc2NC(=O)CCCc2ccccc2)CC1
20	COc1ccc(CCNC(=S)NC(=O)c2ccccc2)cc1C
21	COc1cc(/C=C(\C#N)C(=O)NCc2cccs2)ccc1O
22	CNc1c(NS(=O)(=O)c2ccc(Cl)s2)c(=O)oc2ccccc12
23	COc1ccc(S(=O)(=O)N2Cc3ccccc3CC2C(=O)Nc2ccc(O)cc2)cc1OC (configuration not stated)
24	CCSc1nnc2c3cc(CC)ccc3n(C)c2n1
entry no.	17	18	19	20	21	22	23	24
BRCA1 expr up	40%	53%	-14%	0%	-14%	-15%	-5%	-48%
RORg inh	2%	41%	-1%	10µM*	u	43%	u	2%
VP16 counter	6%	6%	15%	u	-8%	-4%	-12%	-3%
TRPV1 ag	-4	0	5	29	1	1	6	15
ELG1 genotoxic	0%	-7%	0%	0%	6%	2%	-16%	u
ELG1 repair inh	0%	u	-22%	13µM*	u	1%	u	19%
p53 reactivator	-7%	10%	7%	-5%	2%	-3%	-3%	x
NPC1 prom act	-1%	16%	0%	-4%	2%	-2%	1%	-2%
FLuc modulator	1%	2.7µM*	0%	-16%	-19%	2%	2%	u
Tb PFK block	-1%	14%	0%	1%	5%	0%	4%	0%
Rab9 prom act	-2%	28%	0%	-2%	-4%	-2%	-1%	-5%

25	Cc1cccc(N(C(=O)c2ccco2)C(C(=O)NC2CCCC2)c2cccnc2)c1C (configuration not stated)
26	CC(C)[C@H](NC(=O)[C@@H]1CSC2c3ccccc3C(=O)N21)C(=O)NCc1ccco1 (some centres not stated)
27	Cc1nc2cc(Nc3ccncc3)ccc2s1
28	CCCN1C2=NCCN2c2ccccc21
29	COc1ccc(OC)c(Nc2ncnc3sccc23)c1
30	CCOC(=O)c1sc(NCc2ccco2)c(-c2nc3ccccc3s2)c1N
31	Cn1ccs/c1=N\S(=O)(=O)c1ccc(Br)cc1
32	O=S(=O)(c1ccccc1)N(CC(O)CN1CCCC1)c1ccccc1 (configuration not stated)
entry no.	25	26	27	28	29	30	31	32
BRCA1 expr up	-15%	-4%	-3%	0%	-30%	-26%	52%	1%
RORg inh	-13%	-3%	-12%	-3%	-2%	19%	21%	9%
VP16 counter	1%	-7%	0%	-2%	-15%	6%	-2%	-12%
TRPV1 ag	6	0	0	-1	15	1	6	0
ELG1 genotoxic	-1%	3%	-3%	1%	3%	u	-2%	-5%
ELG1 repair inh	3%	1%	6%	-2%	11%	13%	-9%	-1%
p53 reactivator	-2%	0%	-3%	-7%	u	u	-15%	-3%
NPC1 prom act	1%	-3%	-3%	1%	-28%	19%	1%	-9%
FLuc modulator	-2%	2%	-11%	2%	u	-18%	0%	0%
Tb PFK block	-6%	-4%	2%	5%	-1%	5%	0%	3%
Rab9 prom act	-2%	2%	-9%	2%	-2%	5%	-2%	-2%

Assay outcomes: PubChem, National Center for Advancing Translational Sciences (NCATS)
